High-throughput results: PubChem BioAssay, National Center for Advancing Translational Sciences (NCATS)
Akt phos inh – inhibitors of Akt phosphorylation; Neuro2A IGF-stimulated pAkt S473 HTRF, 20 min; hits give low values; activity change, % for hits at 50 µM; 0.32% of 360,000 active; AID 651550; in the data active = activity change below about -80%; inconclusive = mostly about -51% to -80%; note: % is set by controls: 0 for no effect and ±100 for the full control effect
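Neuro2A cells (4,500/well, DMEM with 0.5% FBS) were treated with compound at a single 50 µM final concentration, stimulated with 6 nM IGF for 20 min at 37 °C, and lysed. Phospho-Akt Ser473 was read by HTRF as 665/615 ratio ×10^4.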
CCT chaperon mod – cytosolic chaperonin activity modulation; purified chaperonin ATPase assay, HTRF ADP detection, 30 min; activity change, % (no concentration beside the values), hits read low; 0.3% of 360,000 active; AID 651819; in the data active = activity change below about -30%; note: % is set by controls: 0 for no effect and ±100 for the full control effect
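First, chaperonin was dispensed at 40 nM or 20 nM final depending on batch activity. Next, compounds were pinned at 76 uM and ATP added at 10 uM. After 30 min at 37 °C, ADP detection reagents ran 30 min at ambient temperature.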
A549 tox – kills or reduces viability of A549 cells in Nrf2 counter-screen | 0.16% of 390,000 active | A549 ARE-Fluc cells, CellTiter-Fluor viability, 18-24 h | Potency, µM (highest dose often 46 µM), without a hit: top-dose activity change, negative = cytotoxicity, usual class: inhibitors; note: potency is the fitted concentration of half-maximal effect; % is set by controls: 0 for no effect and ±100 for the full control effect
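Cytotoxicity counterscreen: CellTiter-Fluor fluorescence was measured in A549 ARE_Fluc cells after 18-24 h of compound exposure in a concentration series. The subsequent BugLite luminescent read reports ARE-luciferase activity.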
HepG2 viability – counter-screen for TGF-b inhibitors: cytotoxicity in HepG2 cells; HepG2 CAGA-GFP viability, ATP luminescence, 18 h; Potency, µM (highest dose often 46.1 µM), inactives show top-dose activity change, negative = cytotoxicity, most hits filed as cytotoxic; 0.76% of 410,000 active; note: potency is the fitted concentration of half-maximal effect; some results filed as inactive show a strong effect at the top dose
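HepG2 CAGA-GFP cells (1000/well, DMEM with 1% FBS) received compound, then TGF-beta at 500 pg/mL final, and were incubated 18 hours at 37 degrees C. Viability was read by CellTiter-Glo luminescence. Media-only wells were set as complete cell-killing and DMSO as no toxicity.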
Nrf2 ARE act – activates Nrf2 signaling; AREc32 ARE-luciferase reporter (MCF7-derived line), luminescence, 24 h; Potency, µM (series often up to 46.1 µM), for inactives: at the top dose activation, most hits filed as activators; 0.31% of 410,000 active; AID 624171; note: potency is the fitted concentration of half-maximal effect; % of control where 0% means no effect; nearly all actives have a fitted effect of over 65% in size
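Quantitative high-throughput format: AREc32 reporter cells, 1000 per well, received compound by pin transfer and were incubated 24 hr at 37 deg C, 5% CO2, before Steady-Glo luminescence detection.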
ATXN viability – viability counter-screen for ATXN expression inhibitors | S2 cells (HEK-293 line with an ATXN2-luciferase reporter) viability, CellTiter-Fluor protease fluorescence, 24 h | Potency, µM (titrated, usually from 56.7 µM), most hits filed as cytotoxic | 0.49% of 400,000 active | AID 651635; note: potency is the fitted concentration of half-maximal effect; nearly all actives have a fitted effect of over 40% in size
Mm-Cpn inhibitor – inhibitors of Methanococcus maripaludis chaperonin (MmCpn); purified Mm-Cpn ATPase, ADP Transcreener TR-FRET; Potency, µM (doses to about 76.9 µM), for the others: at the highest dose activity, negative = inhibition, usual class: inhibitors; 0.031% of 330,000 active; AID 504842; note: potency is the fitted concentration of half-maximal effect; % is set by controls: 0 for no effect and ±100 for the full control effect; nearly all actives have a fitted effect of over 80% in size
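Eu-cryptate anti-ADP/ADP-d2 competition gives a ratio inversely related to ADP. Enzyme at 25 nM was pre-exposed to compound for 10 min, then given 10 uM ATP for 30 min, 37°C throughout.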
TGFb inhibitor – inhibitors of TGF-b signaling; HepG2 CAGA-GFP TGF-b/SMAD3 reporter, GFP fluorescence, 18 h; TGF-beta stimulated, 500 pg/mL final; Potency, µM (top dose mostly 46.1 µM), for the others: top-dose activity, negative = inhibition, actives largely listed as inhibitors; 1.2% of 410,000 active; AID 588855; note: potency is the fitted concentration of half-maximal effect; % is set by controls: 0 for no effect and ±100 for the full control effect; nearly all actives have a fitted effect of over 65% in size
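Cell-based qHTS in HEPG2 carrying a CAGA-GFP Smad reporter; compounds added before 500 pg/mL final TGF-beta, 18 h incubation at 37 degrees C, GFP fluorescence quantified per cell by imaging cytometry.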
Nrf2 inh – Nrf2 pathway inhibition; A549 ARE-Fluc reporter, luciferase luminescence, 18-24 h; Potency, µM (series often up to 46 µM), without a hit: at the top dose activity change, negative = inhibition, usual class: inhibitors; 2.1% of 360,000 active; AID 504444; note: potency is the fitted concentration of half-maximal effect; % is set by controls: 0 for no effect and ±100 for the full control effect; nearly all actives have a fitted effect of over 60% in size
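Quantitative HTS in A549 cells stably bearing an antioxidant response element-firefly luciferase construct. Inhibition of Nrf2-driven transcription was scored by luminescence after 18-24 h of compound exposure at 37 °C.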
* = called active by the depositor; i = inactive; ? = inconclusive; / = no result given; & = joins results of further samples. Unless noted, calls come from the whole dose curve; as a rule, active = well fitted curve in the direction sought with a large enough effect; inconclusive = small, poorly fitted or top-dose-only effect, or another doubt; inactive = no such curve, though single readings can be large; an effect the other way counts as inactive or inconclusive.

SMILES	Akt phos inh	CCT chaperon mod	A549 tox	HepG2 viability	Nrf2 ARE act	ATXN viability	Mm-Cpn inhibitor	TGFb inhibitor	Nrf2 inh
Cc1csc2nc(CNC(=O)c3cccc(C(F)(F)F)c3)cn12	i	-2.1	1%	-4%	29%	i	1%	-3%	-21%
O=C(CNC1CCCC1)Nc1cc(Cl)ccc1[N+](=O)[O-]	i	-1.6	-12%	24%	8.5%	i	1%	16%	2%
COc1ccc(CCNC(=O)c2nnn(CC(=O)Nc3cccc(F)c3)c2N)cc1OC	i	0.0	-7%	10%	2.3%	i	?	-2%	-9%
CC(C)N(C(=O)Cn1cc(SCC(=O)N2CCCC2)c2ccccc21)C(C)C	i	3.5	-11%	-38%	-0.5%	i	1%	3%	-2%
Cc1cccc(C)c1NC(=O)CNC(=O)c1ccc2ccccc2n1	i	0.6	1%	-1%	-0.1%	i	1%	17%	10%
CCCCN(Cc1cc2cc(C)ccc2[nH]c1=O)C(=O)c1cccc(Cl)c1	/	/	9%	0%	1.0%	i	/	?	14%
CC(=O)Nc1ccc(S(=O)(=O)Oc2cccc(/C=N/N=C3/NC(=O)C(CC(=O)O)S3)c2)cc1 (stereo unspecified)	i	-3.0	8%	37%	1.6%	i	0%	25%	0%
COc1ccc(CCN=C(N)NS(=O)(=O)c2ccc(OC)c(OC)c2)cc1OC	i	-0.2	-5%	1%	-1.2%	i	0%	-1%	9%
CC(C)c1ccc(C2N=C(N)Nc3nc4ccccc4n32)cc1 (stereo unspecified)	/	/	-1%	-27%	4.5%	i	/	?	15%
CCN(c1ccccc1)c1cc(C)nc2ncnn12	i	-5.9	-13%	-2%	-0.5%	i	-2%	-2%	-1%
c1cn(CCCNc2ncnc3sc4c(c23)CCC4)cn1	i	-1.2	3%	19%	-0.7%	i	2%	6%	-16%
CCOC(=O)C1(C)CCCN1C(=O)c1cccs1 (stereo unspecified)	i	-1.6	/	-19%	-0.7%	i	/	-7%	/
COc1cc(C(=O)NCC(=O)OCC(=O)N2CCc3ccccc32)cc(OC)c1OC	i	1.1	0%	6%	0.3%	i	2%	-7%	4%
CCCCC(=O)Nc1c(-c2ccc(OC)c(OC)c2)c(=O)c2ccccc2n1C	i	0.3	5%	-20%	0.0%	i	2%	14%	2%
CC12CN3CC(C)(CN(C1)C3c1c[nH]c3ccccc13)C2=O (stereo unspecified)	i	0.8	-8%	19%	0.1%	i	-3%	-10%	-3%
COC(=O)C1=C(C)NC(C)=C(C(=O)OC)C1C(=O)OCC(=O)c1ccc(Br)cc1	i	0.3	-1%	-24%	0.0%	i	-5%	0%	1%
Clc1ccc(-c2ccc(C=Nc3ccc(N4CCOCC4)cc3)o2)cc1	i	-1.1	1%	9%	0.2%	i	-10%	8%	?
O=C(CCN1CCOCC1)NNC(=O)Nc1cccc(Cl)c1	i	-1.5	1%	4%	-0.6%	i	-1%	0%	-2%
CCN(CCNS(=O)(=O)c1ccc2c(c1)oc(=O)n2C)c1ccccc1	i	0.1	7%	-9%	0.3%	?	-1%	1%	10%
CCn1c(CC(=O)Nc2ccccc2C)nnc1SCC(=O)NC1=NCCS1	i	1.7	1%	-44%	2.2%	i	0%	4%	?
NC(=O)CC(NC(=O)c1ccc(Br)cc1)c1ccc(NC2CCCCC2)c([N+](=O)[O-])c1 (stereo unspecified)	i	-3.4	-13%	-11%	-0.7%	?	1%	-10%	?
Cc1occc1C(=O)NN1C(=O)C2C3CCC(O3)C2C1=O (stereo unspecified)	i	1.7	-7%	-12%	0.3%	i	1%	0%	0%
N#C/C(=C\c1cn[nH]c1-c1ccccc1)C(=O)NC1CCCCCC1	i	-1.9	-18%	-43%	-0.4%	i	2%	0%	-25%
CC(=O)c1sc2nc(-c3ccc(C)cc3)c3c(c2c1N)CCCC3	i	-1.5	?	-27%	0.5%	/	-6%	0%	?
O=C(Nc1ccc(O)c(-c2nc3ccccc3s2)c1)c1cccs1	i	-1.3	3%	-21%	?	i	-2%	?	-2%

Laid out differently: results already given
Values run as follows: Akt phos inh, CCT chaperon mod, A549 tox, HepG2 viability, Nrf2 ARE act, ATXN viability, Mm-Cpn inhibitor, TGFb inhibitor, Nrf2 inh
COC(=O)C1=C(C)NC(C)=C(C(=O)OC)C1C(=O)OCC(=O)c1ccc(Br)cc1
→ i, 0.3, -1%, -24%, 0.0%, i, -5%, 0%, 1%
Clc1ccc(-c2ccc(C=Nc3ccc(N4CCOCC4)cc3)o2)cc1
→ i, -1.1, 1%, 9%, 0.2%, i, -10%, 8%, ?
O=C(CCN1CCOCC1)NNC(=O)Nc1cccc(Cl)c1
→ i, -1.5, 1%, 4%, -0.6%, i, -1%, 0%, -2%
CCN(CCNS(=O)(=O)c1ccc2c(c1)oc(=O)n2C)c1ccccc1
→ i, 0.1, 7%, -9%, 0.3%, ?, -1%, 1%, 10%

New compounds follow:
SMILES	Akt phos inh	CCT chaperon mod	A549 tox	HepG2 viability	Nrf2 ARE act	ATXN viability	Mm-Cpn inhibitor	TGFb inhibitor	Nrf2 inh
COc1cc(C(=O)NCc2cc(C)nc3ccccc23)cc(OC)c1OC	i	-2.4	3%	5%	0.2%	i	0%	21%	-35%
CC(=O)Nc1ccc(S(=O)(=O)N2CCN=C2SCc2cccc(C)c2)cc1	i	-1.3	-10%	13%	0.8%	i	1%	10%	?
Cc1ccc(S(=O)(=O)N/N=c2\sc3ccccc3n2C)cc1	i	-1.3	-4%	-54%	2.0%	?	0%	-20%	17%
COc1cccc(CN2CC(C(=O)NCCCn3cccn3)CCC2=O)c1 (stereo unspecified)	i	0.3	1%	-8%	-0.3%	i	1%	-5%	-1%
Cc1c(C(=O)N2CCCc3ccccc32)oc2ccccc12	i	-0.7	-8%	-1%	3.3%	i	-1%	9%	?
CC1CCCCC1NS(=O)(=O)c1ccc2c(c1)CC(=O)N2C (stereo unspecified)	i	-1.9	-2%	-24%	3.9%	i	-5%	11%	?
COc1ccc(C(=O)Nc2cnc3ccccn3c2=O)cc1	i	-0.1	12%&0%	11%&-10%	0.5%&-0.8%	i	1%	14%&1%	?
CCOc1ccc(CNC(=O)c2ccc3nc(C(C)C)oc3c2)cc1	/	/	0%	0%	-0.1%	/	/	4%	/
O=S(=O)(c1cnc(Cl)c(Cl)c1)N1CCc2ccccc21	i	0.3	12%	-27%	?	i	-1%	?	26%
O=C(NCc1ccccn1)c1cc2c(ccc3ccccc32)oc1=O	i	-2.0	-2%	-10%	2.5%	i	-8%	-10%	0%
O=c1cc(-c2ccccc2)nc2nc(CCc3ccccc3)[nH]n12	i	-0.4	0%	-1%	0.2%	i	1%	-11%	13%
CCc1c(CN2CCN(c3cccc(C)c3)C(C)C2)csc1C (stereo unspecified)	/	/	3%	-28%	-0.1%	/	/	-24%	-9%
O=C(CSc1nc2c([nH]c3ccccc32)c(=O)n1-c1ccccc1)c1ccccc1	/	/	12%	-16%	4.2%	/	/	-5%	/
COc1ccc(C(=O)NCC(C)NC(=O)c2ccc(OC)cc2)cc1 (stereo unspecified)	i	-2.2	-6%	1%	0.1%	i	/	-7%	-10%
O=C(COC(=O)c1ccccc1F)Nc1ccc(S(=O)(=O)N2CCOCC2)cc1	i	-1.3	11%	2%	-0.3%	i	-1%	6%	6%
CCOC(=O)c1c(O)c2ccccc2n(C)c1=O	i	-0.1	-1%	8%	2.6%	i	3%	13%	0%
O=C1NC2(CCCCO2)CO1 (stereo unspecified)	i	-2.1	-2%	1%	0.2%	i	-1%	-3%	3%
CNC(=O)c1cc(S(=O)(=O)N(C)C)ccc1Cl	i	1.4	-16%	0%	-0.4%	i	1%	-39%	-6%
COc1ccc(-c2nc(CCNC(=O)c3ccccc3)cs2)cc1OC	/	/	0%	-9%	3.5%	/	/	-15%	/
Fc1ccc(-c2nc3ccc(Br)cn3c2Cc2ccsc2)cc1	i	2.0	/	-31%	6.4%	i	/	?	/
Cc1ccc2c(c1)N1C(=O)c3ccccc3C1C1=C(CC(C)(C)CC1=O)N2 (stereo unspecified)	i	0.6	6%	-14%	1.7%	i	2%	5%	-18%
CC1CCCN(CCCNC(=O)Cn2ncc3c([nH]c4ccccc43)c2=O)C1 (stereo unspecified)	/	/	?	-5%	3.7%	i	/	0%	?
O=C(Nc1cccc2cccnc12)c1ccc(Br)cc1Br	i	0.5	2%	-1%	5.3%	i	2%	3%	-4%
CC(=O)C[C@H](O)CC(=O)[C@@H]1OC(=O)[C@@H](C)C/C=C\Cc2ccccc21	i	2.7	3%	0%	2.8%	i	-1%	1%	4%
Cc1ccc(Cn2c(C(=O)Nc3cccc(Cl)c3)cc3sccc32)cc1	/	/	-6%	-29%	3.5%	i	/	?	-1%
Next section:
SMILES	Akt phos inh	CCT chaperon mod	A549 tox	HepG2 viability	Nrf2 ARE act	ATXN viability	Mm-Cpn inhibitor	TGFb inhibitor	Nrf2 inh
O=C(O)C1CCCCC1C(=O)Nc1cc(C(F)(F)F)ccc1Cl (stereo unspecified)	i	0.7	-3%	-24%	0.5%	i	-6%	-4%	-2%
CN1CCN(S(=O)(=O)c2ccc(NC(=O)c3ccccc3Cl)cc2)CC1	i	0.3	9%	-17%	1.0%	i	1%	-8%	16%
COc1ccc(C(=O)N2CCNC(=O)C2CC(=O)Nc2ccc(C)cc2)cc1 (stereo unspecified)	i	2.0	-1%	-24%	0.3%	/	0%	4%	1%
O=C(O)C1CCCCC1C(=O)NCCc1c[nH]c2ccccc12 (stereo unspecified)	i	-18	-14%	-6%	-0.4%	i	1%	9%	/
CC(C)CCOc1cccc(OCC(=O)N(C)C2CCS(=O)(=O)C2)c1 (stereo unspecified)	i	-1.9	/	-21%	5.0%	i	0%	11%	?
CCCC(=O)Nc1ccc(S(=O)(=O)N2CCc3ccccc32)cc1	i	-1.6	/	-18%	-1.6%	i	/	-4%	/

Hits appear at their usual frequency; 4.4% or so of the library scored in one or more.
